KLF5 inhibitor – suppresses KLF5 promoter-driven expression. DLD-1 KLF5 promoter-luciferase reporter, luminescence. inhibition, % at 5 µM. 290,000 tested, 0.23% active;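 active = inhibition above a per-plate limit of that plate's mean compound inhibition plus 3 SD, cut at about 60% in these data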;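 note: 0% = DMSO wells and 100% = LY294002 at 200 µM; higher means less KLF5 promoter-driven luciferase light; inactives centre near -14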
TRPC6 act – activators of mouse TRPC6 channel | B-score at 10 µM | HEK293-TRPC6 membrane potential dye fluorescence; hits give high values | 310,000 tested, 0.13% active | Q61143;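 active = B-score of the integrated fluorescence ratio above library mean plus 3 SD, and starting fluorescence ratio within library mean plus 5 SD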;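 note: higher score means more depolarization so channel activation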
Target sequence (Q61143 whole entry, looked up): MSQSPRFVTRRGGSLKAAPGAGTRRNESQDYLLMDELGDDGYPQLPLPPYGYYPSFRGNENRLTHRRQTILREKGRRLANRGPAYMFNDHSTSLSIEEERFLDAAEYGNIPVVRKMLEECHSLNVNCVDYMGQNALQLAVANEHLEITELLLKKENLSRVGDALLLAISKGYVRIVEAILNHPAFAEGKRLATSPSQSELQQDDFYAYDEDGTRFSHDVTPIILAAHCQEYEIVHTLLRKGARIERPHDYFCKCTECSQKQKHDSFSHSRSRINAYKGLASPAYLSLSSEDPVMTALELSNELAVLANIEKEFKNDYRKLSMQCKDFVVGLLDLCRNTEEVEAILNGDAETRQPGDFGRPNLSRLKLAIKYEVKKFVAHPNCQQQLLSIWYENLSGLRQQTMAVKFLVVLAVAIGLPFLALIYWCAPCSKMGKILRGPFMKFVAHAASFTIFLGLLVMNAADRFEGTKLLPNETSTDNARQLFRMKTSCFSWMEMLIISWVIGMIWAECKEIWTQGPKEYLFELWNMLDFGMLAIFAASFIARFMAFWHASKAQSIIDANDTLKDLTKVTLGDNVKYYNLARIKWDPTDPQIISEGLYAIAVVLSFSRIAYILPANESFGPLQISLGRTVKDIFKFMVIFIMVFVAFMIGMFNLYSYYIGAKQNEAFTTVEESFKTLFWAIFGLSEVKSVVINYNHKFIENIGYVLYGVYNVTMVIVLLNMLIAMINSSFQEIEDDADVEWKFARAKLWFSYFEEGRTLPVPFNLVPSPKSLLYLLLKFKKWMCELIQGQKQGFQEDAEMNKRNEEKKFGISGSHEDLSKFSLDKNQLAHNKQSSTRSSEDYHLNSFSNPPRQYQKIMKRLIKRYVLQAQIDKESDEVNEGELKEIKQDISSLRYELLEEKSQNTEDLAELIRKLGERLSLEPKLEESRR
IEC-6 cytotox – counter-screen for KLF5 inhibitors: cytotoxicity in IEC-6 cells; IEC-6 cytotoxicity, luminescence viability; inhibition, % at 5 µM; 290,000 tested, 0.78% active; in the data active = inhibition above about 22%;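 note: 0% = plate median of test compound wells and 100% = cytotoxic reference compound wells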
TRPC4 agonist – opens the mouse TRPC4 cation channel; Q9QUQ5; HEK293 TRPC4beta/mu-opioid, Fluo4 calcium fluorescence; hits give high values; B-score at 10 µM; 310,000 tested, 0.49% active;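 active = B-score above 5 SD of library B-scores, and initial fluorescence ratio not above library mean plus 5 SD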;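 note: positive B-score marks a calcium rise read as TRPC4 activation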
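Incubation: 45 min room-temperature Fluo4 loading, 110 s read / System: HEK293 cells stably co-expressing mouse TRPC4beta and mu-opioid receptor / Signal: Fluo4 fluorescence, kinetic / Control set: buffer (low) and maximal DAMGO (high) / Measure: integrated baseline-normalised fluorescence ratio, converted to per-well B score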
TRPC6 inh – blocks the mouse TRPC6 cation channel | B-score at 10 µM | HEK293-TRPC6, membrane potential dye, ACh-evoked depolarization; hits give low values | Q61143 | 310,000 tested, 1.1% active;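 active = B-score under library mean minus 3 SD, initial fluorescence not abnormally high, positive integrated signal ratio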;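 note: B-score derived from integrated fluorescence ratio over the kinetic read; more negative B-score means stronger inhibition of depolarization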
TRPC4 PAM – allosteric potentiators of mouse TRPC4 channel | B-score at 10 µM | 310,000 tested, 0.42% active | Q9QUQ5 | AID 2227 | HEK293 TRPC4beta/mu-opioid, DAMGO EC20, Fluo-4 Ca2+ flux; hits give high values;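 active = B-score of calcium response area above 5 SD of library B-scores, with initial fluorescence ratio within 5 SD of library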;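 note: B-score of integrated fluorescence ratio over time as area under calcium response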
MrgX1 antagonist – blocks BAM8-22 activation of human MrgX1 receptor; MRGX1-HEK293 calcium flux, Fluo-4, BAM8-22 antagonism; hits give low values; B-score at 10 µM; 310,000 tested, 1.3% active; AID 588676;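 active = calcium-response B-score plate-corrected more than 3 library SD below zero, starting fluorescence within 5 deviations, no agonist response on first addition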;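 note: peak minus trough fluorescence over baseline after final BAM8-22 challenge near maximal dose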
SKKanGAS inh – inhibitors of SKKanGAS S. pyogenes growth in kanamycin (SK-promoter or general growth effect) | BacTiter-Glo, 6 h | inhibition, % at 7.5 µM | 300,000 tested, 1.3% active | AID 1662;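 active = mean replicate score, as percent of positive control median, at least 50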;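 note: strain carries kanamycin resistance gene driven by streptokinase promoter and grows in 40 µg/ml kanamycin; loss of luminescence reflects streptokinase promoter inhibition or plain growth inhibition; 0% = median of DMSO wells and 100% = positive control at its reference dose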
HIF act – HIF pathway transcriptional activation | AID 1910 | U2OS HRE-luciferase reporter, luminescence; normalized: DMSO 0%, desferrioxamine 100% | 300,000 tested, 0.32% active | activation, % at 7.5 µM (by protocol);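 active = mean activation of at least 10% of the iron chelator positive control signal, with at least half of replicates also reaching 10%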
TRPC4 block – TRPC4 (mouse) channel inhibition; B-score at 10 µM; 300,000 tested, 0.39% active; AID 2247; Q9QUQ5; HEK293 TRPC4beta/mu-opioid, DAMGO-evoked Fluo4 calcium flux; hits give low values;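 active = B-score over 3 SD under the library average, no early fluorescence shift, positive overall ratio signal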
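material = TRPC4beta/mu-opioid receptor HEK293 cell line | probe or stimulus = sequential submaximal and maximal DAMGO stimulation | compound dosing = one concentration per compound | measured by = Fluo4 Ca2+ flux fluorescence | evaluation = integrated fluorescence ratio relative to baseline, converted to per-well B score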
aSyn 5UTR inh – 5' untranslated region of α-synuclein, MLPCN primary screen; alpha-synuclein 5'UTR reporter, inhibitor activity; inhibition, % (tested at 7.5 µM); 300,000 tested, 0.82% active; in the data active = inhibition above about 60%;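 note: H4 neuroglioblastoma cells stably carrying SNCA 5'UTR luciferase fusion; 0% = DMSO wells and 100% = positive control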
* marks the source's active call; other numbers are inactive results. An unsorted share of the library; 5.8% or so of the library scored in one or more.

Preview:
Results for CC(Sc1ccc(Cl)cc1)C(=O)NCC(c1ccco1)N1CCCCC1 (stereo unspecified) ?
TRPC6 act: inactive; TRPC4 agonist: inactive; TRPC6 inh: inactive; TRPC4 PAM: inactive; MrgX1 antagonist: inactive; SKKanGAS inh: 20; HIF act: -1.1; TRPC4 block: inactive; aSyn 5UTR inh: 6

How did COc1ccc(Cn2c(CCC(=O)O)nc3cccnc32)cc1 do in these assays?
KLF5 inhibitor: 7; TRPC6 act: inactive; IEC-6 cytotox: 0; TRPC4 agonist: inactive; TRPC6 inh: inactive; TRPC4 PAM: inactive; MrgX1 antagonist: inactive; SKKanGAS inh: -2; HIF act: 1.9; TRPC4 block: inactive; aSyn 5UTR inh: -6

Results, from the first entry:
Results for CC(Sc1ccc(Cl)cc1)C(=O)NCC(c1ccco1)N1CCCCC1 (stereo unspecified) ?
TRPC6 act: inactive; TRPC4 agonist: inactive; TRPC6 inh: inactive; TRPC4 PAM: inactive; MrgX1 antagonist: inactive; SKKanGAS inh: 20; HIF act: -1.1; TRPC4 block: inactive; aSyn 5UTR inh: 6

How did COc1ccc(Cn2c(CCC(=O)O)nc3cccnc32)cc1 do in these assays?
KLF5 inhibitor: 7; TRPC6 act: inactive; IEC-6 cytotox: 0; TRPC4 agonist: inactive; TRPC6 inh: inactive; TRPC4 PAM: inactive; MrgX1 antagonist: inactive; SKKanGAS inh: -2; HIF act: 1.9; TRPC4 block: inactive; aSyn 5UTR inh: -6

How did C=CCN(C(=O)c1csnn1)C(C(=O)NCc1ccccc1)c1c(F)cccc1Cl (stereo unspecified) do in these assays?
KLF5 inhibitor: -17; TRPC6 act: inactive; IEC-6 cytotox: -2; TRPC4 agonist: inactive; TRPC6 inh: inactive; TRPC4 PAM: inactive; MrgX1 antagonist: inactive; SKKanGAS inh: -3; HIF act: 0.0; TRPC4 block: inactive; aSyn 5UTR inh: 3

What do the screens show for `O=C(O)CCCCCN1C(=O)C(O)=C(C(=O)/C=C/c2ccccc2)C1c1ccccc1[N+](=O)[O-]` (stereo unspecified)?
KLF5 inhibitor: -4; TRPC6 act: inactive; IEC-6 cytotox: 0; TRPC4 agonist: inactive; TRPC6 inh: inactive; TRPC4 PAM: inactive; MrgX1 antagonist: inactive; SKKanGAS inh: -6; HIF act: 0.6; TRPC4 block: inactive; aSyn 5UTR inh: -39

What do the screens show for `Cc1cccc(C(=O)Nc2ccc(S(=O)(=O)N3CCOCC3)cc2)c1[N+](=O)[O-]`?
KLF5 inhibitor: 8; TRPC6 act: inactive; IEC-6 cytotox: -2; TRPC4 agonist: inactive; TRPC6 inh: inactive; TRPC4 PAM: inactive; MrgX1 antagonist: inactive; SKKanGAS inh: 12; HIF act: -0.4; TRPC4 block: inactive; aSyn 5UTR inh: -19

How did CCn1ccc(C(=O)Nc2ccc3c(c2)CCC3)n1 do in these assays?
KLF5 inhibitor: -130; TRPC6 act: inactive; IEC-6 cytotox: 13; TRPC4 agonist: inactive; TRPC6 inh: inactive; TRPC4 PAM: inactive; MrgX1 antagonist: inactive; SKKanGAS inh: -1; HIF act: 0.2; TRPC4 block: inactive; aSyn 5UTR inh: -31

Results for COc1ccccc1NC(=O)Cn1nc(-c2ccc3c(c2)OCCO3)ccc1=O ?
KLF5 inhibitor: -46; TRPC6 act: inactive; IEC-6 cytotox: 0; TRPC4 agonist: inactive; TRPC6 inh: inactive; TRPC4 PAM: inactive; MrgX1 antagonist: inactive; SKKanGAS inh: 8; HIF act: -1.6; TRPC4 block: inactive; aSyn 5UTR inh: 15

How did COc1ccc(C(=O)N/C(=C\c2cn(S(=O)(=O)N(C)C)c3ccccc23)C(=O)NC(C)C)cc1 do in these assays?
KLF5 inhibitor: -5; TRPC6 act: inactive; IEC-6 cytotox: -5; TRPC4 agonist: inactive; TRPC6 inh: inactive; TRPC4 PAM: inactive; MrgX1 antagonist: inactive; SKKanGAS inh: -13; HIF act: -0.7; TRPC4 block: inactive; aSyn 5UTR inh: 7

Results for Oc1ccc(-c2nnc(Nc3cccc(O)c3)c3ccccc23)cc1 ?
KLF5 inhibitor: -7; TRPC6 act: inactive; IEC-6 cytotox: -1; TRPC4 agonist: inactive; TRPC6 inh: inactive; TRPC4 PAM: inactive; MrgX1 antagonist: inactive; SKKanGAS inh: 19; HIF act: 0.0; TRPC4 block: inactive; aSyn 5UTR inh: 12

Results for CCOc1ccc2nc(NCCNC(=O)c3cc(OC)c(OC)c(OC)c3)c(C#N)cc2c1 ?
KLF5 inhibitor: -16; TRPC6 act: inactive; IEC-6 cytotox: 3; TRPC4 agonist: inactive; TRPC6 inh: inactive; TRPC4 PAM: inactive; MrgX1 antagonist: inactive; SKKanGAS inh: -4; HIF act: 0.8; TRPC4 block: inactive; aSyn 5UTR inh: 18

How did O=C(CNC(=O)c1ccccn1)N/N=C/c1ccc2c(c1)OCO2 do in these assays?
KLF5 inhibitor: -33; TRPC6 act: inactive; IEC-6 cytotox: -5; TRPC4 agonist: inactive; TRPC6 inh: inactive; TRPC4 PAM: inactive; MrgX1 antagonist: inactive; SKKanGAS inh: 5; HIF act: 0.2; TRPC4 block: inactive; aSyn 5UTR inh: -21

Results for CCOC(=O)[C@@H]1[C@H]2COc3ccccc3[C@H]2N2C(=O)N(c3cccc(F)c3)C(=O)[C@]12C ?
KLF5 inhibitor: -9; TRPC6 act: inactive; IEC-6 cytotox: 8; TRPC4 agonist: inactive; TRPC6 inh: inactive; TRPC4 PAM: inactive; MrgX1 antagonist: inactive; SKKanGAS inh: 4; HIF act: -2.0; TRPC4 block: inactive; aSyn 5UTR inh: 12

How did COc1ccc(CN2CCN(C(=O)CN3C(=O)C4C5C=CC(C5)C4C3=O)CC2)c(OC)c1OC (stereo unspecified) do in these assays?
KLF5 inhibitor: -19; TRPC6 act: inactive; IEC-6 cytotox: 0; TRPC4 agonist: inactive; TRPC6 inh: inactive; TRPC4 PAM: inactive; MrgX1 antagonist: inactive; SKKanGAS inh: -4; HIF act: -15; TRPC4 block: inactive; aSyn 5UTR inh: 3

What do the screens show for `COc1ccc(/C=N/N=C2/NC(=O)C(c3ccccc3)(c3ccccc3)S2)cc1`?
KLF5 inhibitor: -21; TRPC6 act: inactive; IEC-6 cytotox: -5; TRPC4 agonist: inactive; TRPC6 inh: inactive; TRPC4 PAM: inactive; MrgX1 antagonist: inactive; SKKanGAS inh: -5; HIF act: 0.4; TRPC4 block: inactive; aSyn 5UTR inh: -10

How did Cc1cc(C)n(CCN(C)C(=O)c2cc(COc3c(F)cccc3F)on2)n1 do in these assays?
KLF5 inhibitor: -30; TRPC6 act: inactive; IEC-6 cytotox: -5; TRPC4 agonist: inactive; TRPC6 inh: inactive; TRPC4 PAM: inactive; MrgX1 antagonist: inactive; SKKanGAS inh: -14; HIF act: -0.1; TRPC4 block: inactive; aSyn 5UTR inh: 9

What do the screens show for `CC(=O)Nc1nonc1-c1nc2ccccc2n1CCC#N`?
KLF5 inhibitor: 19; TRPC6 act: inactive; IEC-6 cytotox: -1; TRPC4 agonist: inactive; TRPC6 inh: inactive; TRPC4 PAM: inactive; MrgX1 antagonist: inactive; SKKanGAS inh: 5; HIF act: 0.6; TRPC4 block: inactive; aSyn 5UTR inh: -30

What do the screens show for `O=C(NC1CCCCC1)C1CN(S(=O)(=O)c2ccccc2)CCN1S(=O)(=O)c1ccccc1` (stereo unspecified)?
KLF5 inhibitor: 10; TRPC6 act: inactive; IEC-6 cytotox: -2; TRPC4 agonist: inactive; TRPC6 inh: inactive; TRPC4 PAM: inactive; MrgX1 antagonist: inactive; SKKanGAS inh: -2; HIF act: 0.1; TRPC4 block: inactive; aSyn 5UTR inh: 11

What do the screens show for `CNC(=S)Nc1cc(OC)c(NC(=O)c2ccco2)cc1OC`?
KLF5 inhibitor: 6; TRPC6 act: inactive; IEC-6 cytotox: -5; TRPC4 agonist: inactive; TRPC6 inh: inactive; TRPC4 PAM: inactive; MrgX1 antagonist: inactive; SKKanGAS inh: -5; HIF act: 0.3; TRPC4 block: inactive; aSyn 5UTR inh: -5

How did COC(=O)C(NC(C)=O)(Nc1ccc(C)cn1)C(F)(F)F (stereo unspecified) do in these assays?
KLF5 inhibitor: -1; TRPC6 act: inactive; IEC-6 cytotox: -4; TRPC4 agonist: inactive; TRPC6 inh: inactive; TRPC4 PAM: inactive; MrgX1 antagonist: inactive; SKKanGAS inh: -9; HIF act: -0.1; TRPC4 block: inactive; aSyn 5UTR inh: 7

How did CCOC(=O)c1ccccc1N1C(=O)CSC1=S do in these assays?
KLF5 inhibitor: -8; TRPC6 act: inactive; IEC-6 cytotox: 6; TRPC4 agonist: inactive; TRPC6 inh: inactive; TRPC4 PAM: inactive; MrgX1 antagonist: inactive; SKKanGAS inh: -1; HIF act: -0.2; TRPC4 block: inactive; aSyn 5UTR inh: -4

How did Cc1cc(O)ccc1Nc1nc(-c2cccnc2)cs1 do in these assays?
KLF5 inhibitor: -149; TRPC6 act: inactive; IEC-6 cytotox: -4; TRPC4 agonist: inactive; TRPC6 inh: inactive; TRPC4 PAM: inactive; MrgX1 antagonist: inactive; SKKanGAS inh: 3; HIF act: 4.0; TRPC4 block: inactive; aSyn 5UTR inh: -281

How did Cc1ccc(C(=O)Cn2c(-c3ccccc3)noc2=O)cc1 do in these assays?
KLF5 inhibitor: -37; TRPC6 act: inactive; IEC-6 cytotox: -2; TRPC4 agonist: inactive; TRPC6 inh: inactive; TRPC4 PAM: inactive; MrgX1 antagonist: inactive; SKKanGAS inh: 0; HIF act: 0.4; TRPC4 block: inactive; aSyn 5UTR inh: -100

How did COc1cc(Cl)c(S(=O)(=O)NCCCN2CCOCC2)cc1Cl do in these assays?
KLF5 inhibitor: -34; TRPC6 act: inactive; IEC-6 cytotox: -1; TRPC4 agonist: inactive; TRPC6 inh: inactive; TRPC4 PAM: inactive; MrgX1 antagonist: inactive; SKKanGAS inh: 2; HIF act: -0.4; TRPC4 block: inactive; aSyn 5UTR inh: 7

Results for CCCCOC(=O)N1CCOCCOCCOCCOCC1 ?
KLF5 inhibitor: -44; TRPC6 act: inactive; IEC-6 cytotox: 0; TRPC4 agonist: inactive; TRPC6 inh: inactive; TRPC4 PAM: inactive; MrgX1 antagonist: inactive; SKKanGAS inh: 15; HIF act: 0.1; TRPC4 block: inactive; aSyn 5UTR inh: 11

How did Cc1ccc(N2CCN(CC(O)COc3cccc4ccccc34)CC2)cc1 (stereo unspecified) do in these assays?
KLF5 inhibitor: -12; TRPC6 act: inactive; IEC-6 cytotox: -2; TRPC4 agonist: inactive; TRPC6 inh: inactive; TRPC4 PAM: inactive; MrgX1 antagonist: inactive; SKKanGAS inh: 5; HIF act: 0.3; TRPC4 block: inactive; aSyn 5UTR inh: 6

Source: PubChem
